# Glioma ERSR ind: qHTS for Inducers of the Endoplasmic Reticulum Stress Response (ERSR) in Human Glioma: qHTS | U87-MG GRP78 promoter luciferase reporter, 16 h | Potency, µM, for the others: at the highest dose activation, most hits filed as activators | AID 602332, 2012 | 420,000 tested, 0.02% active; also: potency is read from the fitted curve at half-maximal effect; series mostly up to about 76 µM; % of control where 0% means no effect; nearly all actives have a fitted effect of over 35% in size
#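 Stably transfected U87-MG glioma cells carrying a GRP78-based luciferase sensor; 16 h compound incubation. Luminescence end-point read 10 min after Bright-Glo addition at room temperature.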
# D1 antagonist: Antagonist of Human D 1 Dopamine Receptor: qHTS. HEK293 TREx D1 cells, calcium flux, dopamine EC80; active compounds read low. activity change, negative = inhibition, % at 10 µM. D(1A) dopamine receptor (Homo sapiens), P21728. 360,000 tested, 3.2% active; in the data active = activity change below about -30%; also: % is scaled to controls: 0 for no effect and ±100 for the full control effect
# Target sequence (P21728 whole entry, looked up): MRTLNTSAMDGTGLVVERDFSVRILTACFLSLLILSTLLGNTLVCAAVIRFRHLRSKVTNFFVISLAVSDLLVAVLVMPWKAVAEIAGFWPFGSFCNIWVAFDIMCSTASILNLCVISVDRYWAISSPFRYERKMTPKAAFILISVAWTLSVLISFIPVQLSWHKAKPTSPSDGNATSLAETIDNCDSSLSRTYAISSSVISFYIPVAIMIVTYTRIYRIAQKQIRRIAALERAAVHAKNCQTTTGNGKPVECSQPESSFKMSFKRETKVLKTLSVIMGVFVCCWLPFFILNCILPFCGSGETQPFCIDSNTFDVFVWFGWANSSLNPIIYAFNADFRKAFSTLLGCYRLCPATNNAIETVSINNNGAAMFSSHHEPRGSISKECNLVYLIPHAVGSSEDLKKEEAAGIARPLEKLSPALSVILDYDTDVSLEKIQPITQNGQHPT
#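 Cells carrying a force-coupled, tetracycline-inducible human D1 receptor report calcium flux. Each well gets a 10 s baseline, compound with 180 s monitoring, then an EC80 dopamine stimulus with a second 180 s kinetic read.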
# D1 potentiator: Potentiators of Human D1 Dopamine Receptor: qHTS | D(1A) dopamine receptor (Homo sapiens), P21728 | HEK293 TREx D1 cells, calcium flux, dopamine EC20 potentiation | potentiation, % at 10 µM | 360,000 tested, 0.036% active; in the data active = potentiation above about 30%; also: 0% is about no effect
# D2 potentiator: HTS Assay for Positive Allosteric Modulators of the Human D2 Dopamine Receptor: Primary Screen for Potentiators; D(2) dopamine receptor (Homo sapiens), P14416; HEK293 T-REx D2, calcium flux, EC20 dopamine potentiation; potentiation, % at 10 µM; 340,000 tested, 0.34% active; AID 485347, 2010;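 active = potentiation over 3 SD above the plate norm, cut at about 30% in these data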; also: 0% is about no effect
# Target sequence (P14416 whole entry, looked up): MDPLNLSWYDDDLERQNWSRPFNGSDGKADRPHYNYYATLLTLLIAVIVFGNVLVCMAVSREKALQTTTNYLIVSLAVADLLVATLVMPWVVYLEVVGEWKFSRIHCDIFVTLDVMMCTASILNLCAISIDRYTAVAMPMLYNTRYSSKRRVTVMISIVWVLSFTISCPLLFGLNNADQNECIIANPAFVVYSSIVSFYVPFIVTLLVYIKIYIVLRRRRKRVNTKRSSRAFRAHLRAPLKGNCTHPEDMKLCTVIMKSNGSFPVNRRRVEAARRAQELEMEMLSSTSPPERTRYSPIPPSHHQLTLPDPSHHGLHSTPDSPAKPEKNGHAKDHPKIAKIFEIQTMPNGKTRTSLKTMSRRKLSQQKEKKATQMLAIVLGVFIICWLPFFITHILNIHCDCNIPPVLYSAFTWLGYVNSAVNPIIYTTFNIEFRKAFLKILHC
#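 Using a no-wash calcium dye in inducible, force-coupled HEK293 Trex cells expressing D2, we tracked fluorescence each second for 180 s after compound, then for 180 s after EC20 dopamine to detect augmented signalling.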
# D1 agonist: Allosteric Agonists of the Human D1 Dopamine Receptor: qHTS; 360,000 tested, 1% active; activation, % at 2 µM; HEK293 T-REx D1 cells, calcium flux, agonist mode; in the data active = activation above about 30%; also: 0% is about no effect
#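 Inducible HEK293 T-REx D1 cells, force-coupled to calcium signalling, were plated at 4000 cells/well with tetracycline and held overnight at 30 C. After no-wash calcium dye loading, compound-evoked calcium rise over 180 s flagged agonists.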
# Vif-APOBEC3F blk: qHTS for Inhibitors of Vif-A3F Interactions: qHTS. HeLa A3F-eYFP + Vif (tagged APOBEC3F with the HIV-1 protein that degrades it), YFP fluorescence increase. Potency, µM (doses to about 46.1 µM), inactives show at the highest dose activity, negative = active. 390,000 tested, 0.2% active; also: potency is read from the fitted curve at half-maximal effect; % of control where 0% means no effect; nearly all actives have a fitted effect of over 65% in size
#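 HeLa cells stably expressing Vif plus C-terminally eYFP-tagged A3F were seeded, incubated overnight at 37 deg C, dosed with compound, incubated overnight again at 37 deg C. Yellow fluorescence (Ex 488/Em 500-530) reported blocked Vif-mediated A3F-eYFP degradation.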
# RXFP1 agonist: qHTS Assay for Agonists of the Relaxin Receptor RXFP1. Relaxin receptor 1 (Homo sapiens), Q9HBX9. HEK293T-RXFP1 cAMP TR-FRET, 30 min; response scale: percent of porcine relaxin response, buffer zero. Potency, µM (doses to about 57.5 µM), for inactives: at the highest dose activation, hits mostly activators. 370,000 tested, 0.3% active. AID 2676, 2010; also: potency is read from the fitted curve at half-maximal effect; % is scaled to controls: 0 for no effect and ±100 for the full control effect; nearly all actives have a fitted effect of over 60% in size; many of its hits are not listed in these tables
#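 HEK293 cells stably expressing RXFP1, treated 30 min at 37C with compounds plus PDE4 inhibitor Ro 20174; cAMP measured by HTRF TR-FRET. Normalized to buffer and 29 nM porcine relaxin; EC50 by Hill fit.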
# LDHA inh: qHTS assay for inhibitors of human lactate dehydrogenase; AID 1347041, 2019; purified LDHA, NADH/diaphorase-resazurin fluorescence; active compounds read low; activity change, % (values are at about 110 or 230 µM); L-lactate dehydrogenase A chain (Homo sapiens), P00338; 480,000 tested, 0.15% active; in the data active = activity change below about -30%; inconclusive = mostly about -25% to -30%;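 also: plate controls were DMSO wells for no effect and wells without enzyme for full effect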
#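 Human LDH5 (2 nM) was incubated with 0.06 mM NADH and 0.2 mM pyruvate for 5 min at room temperature in Tris pH 7.4. Remaining NADH was coupled through diaphorase/resazurin, and resorufin fluorescence was read at 0 and 20 min.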
# Vif-A3G inh: qHTS for Inhibitors of Vif-A3G Interactions: qHTS; DNA dC->dU-editing enzyme APOBEC-3G (Homo sapiens), Q9HC16; HeLa A3G-eYFP + Vif (tagged APOBEC3G with the HIV-1 protein that degrades it), YFP fluorescence, overnight; AID 602310, 2012; 410,000 tested, 0.076% active; Potency, µM (series often up to 46.1 µM), inactives show top-dose activity, negative = active, most hits filed as inhibitors;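 also: potency is read from the fitted curve at half-maximal effect; % is scaled to controls: 0 for no effect and ±100 for the full control effect; nearly all actives have a fitted effect of over 60% in size; hits raise eYFP signal because A3G escapes Vif-driven loss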
#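 Read-out is eYFP fluorescence (Ex 488/Em 500-530) from Vif-expressing HeLa A3G-eYFP cells; more signal means A3G escaped Vif-mediated degradation. Cells plated overnight, compound pinned in, incubated overnight at 37 deg C.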
# Active calls of the source: *; ? = inconclusive; nt = not tested or not shown; & = joins results of further samples. Unless noted, calls follow the shape of the dose curve; as a rule, active = well fitted curve in the direction sought with a large enough effect; inconclusive = small, poorly fitted or top-dose-only effect, or another doubt; inactive = no such curve, though single readings can be large; an effect the other way counts as inactive or inconclusive.
item	Structure	Glioma ERSR ind	D1 antagonist	D1 potentiator	D2 potentiator	D1 agonist
1	Cn1c(=O)c2c(nc(-c3ccc(N(CCCl)CCCl)cc3)n2C)n(C)c1=O	-4%	nt	nt	nt	nt
2	COc1cc2c3cc1Oc1c(OC)c(OC)cc4c1[C@H](Cc1ccc(cc1)Oc1cc(ccc1O)C[C@H]3N(C)CC2)N(C)CC4	-6%	nt	nt	nt	nt
3	COc1cc(C=C2C(=O)NC(=O)NC2=O)ccc1OCc1ccc([N+](=O)[O-])cc1	0%	-15	-9	-5	2
4	CCOC(=O)CN1C(=O)C2(C(C#N)=C(N)Oc3ccccc32)C(C(=O)OC)=C1C (stereo not drawn)	-1%	-2	-5	1	1
5	CCOP(=O)(OCC)C(NC(=O)c1ccccc1C)C(Cl)(Cl)Cl (stereo not drawn)	-5%	19	-2	7	0
6	COc1ccc(OC(=O)N(C)C[C@@H]2OCc3cnnn3CCCC(=O)N([C@@H](C)CO)C[C@@H]2C)cc1	-2%	nt	nt	nt	nt
7	COC(=O)C1=C(c2c(C)noc2C)C[C@@H]2CC[C@H]1N2C(=O)N1CCCC1	-2%	nt	-4	-4	0
8	CC12CN3CC(C)(CN(C1)C3c1ccncc1)C2=O (stereo not drawn)	-4%	-7	-2	5	3
9	CCc1c(C)nc(N)nc1N1N=C1SC	-1%	-5	-5	20	0
10	O=C1NC(=O)N(Cc2ccco2)C(=O)/C1=C/C=C/c1ccco1	?	12	1	-7	14
11	CN(C)CCSC1c2ccccc2CSc2ccccc21 (stereo not drawn)	-5%	nt	nt	nt	nt
12	CCCSc1nc(O)c(CC)c(=O)n1C(C)CC (stereo not drawn)	-5%	20	-2	2	7

item	Vif-APOBEC3F blk	RXFP1 agonist	LDHA inh	Vif-A3G inh
1	-26%	nt	-10	0%
2	0%	nt	-13	12%
3	3%	4.1%	-16	0%
4	8%	1.3%	9	-2%
5	1%	0.5%	-4	1%
6	0%	nt	-4	1%
7	-1%	0.7%	0	6%
8	11%	-0.5%	-6	5%
9	-3%	2.9%	-11	-1%
10	?	1.3%	-5	?
11	?	nt	-8	2%
12	-8%	-0.2%	-1	-1%

# Some of these compounds in order of molar mass, descending.
item	Structure	Glioma ERSR ind	D1 antagonist	D1 potentiator	D2 potentiator	D1 agonist
11	CN(C)CCSC1c2ccccc2CSc2ccccc21 (stereo not drawn)	-5%	nt	nt	nt	nt
12	CCCSc1nc(O)c(CC)c(=O)n1C(C)CC (stereo not drawn)	-5%	20	-2	2	7
8	CC12CN3CC(C)(CN(C1)C3c1ccncc1)C2=O (stereo not drawn)	-4%	-7	-2	5	3

item	Vif-APOBEC3F blk	RXFP1 agonist	LDHA inh	Vif-A3G inh
11	?	nt	-8	2%
12	-8%	-0.2%	-1	-1%
8	11%	-0.5%	-6	5%

# Next records follow:
item	Structure	Glioma ERSR ind	D1 antagonist	D1 potentiator	D2 potentiator	D1 agonist
13	CCN1CCN(Cc2cc(C(C)(C)C)c(O)c(C(C)(C)C)c2)CC1	nt	10	-9	-23	1
14	COc1cccc(C(=O)N2C[C@H]3C[C@@H](C2)c2cccc(=O)n2C3)c1	1%	-25	-3	11	4
15	COc1cccc(CN2CC=C(c3ccc(F)cc3)CC2)c1	-1%	-3	-6	-23	0
16	CCCNC(=O)N1[C@H]2CC[C@@H]1C(C(=O)OC)=C(c1ccc(F)cc1OCc1ccccc1)C2	-4%	20	2	-5	7
17	CN1c2ccc([N+](=O)[O-])cc2CC2(C(=O)NC(=O)N(c3ccccc3)C2=O)C1c1ccccc1 (stereo not drawn)	-4%	7	-13	8	-1
18	Cc1ccc2cc(CNCCc3ccccc3C)c(=O)[nH]c2c1	-6%	-3	-8	-3	8
19	CC(=O)N1N=C2C3CCN(CC3)C2C1c1ccc(F)cc1 (stereo not drawn)	-6%	-4	4	5	6
20	CCCCn1c(O)c(C(CC)=Nc2ccc(C(=O)O)cc2)c(=O)[nH]c1=O	-2%	-9	5	3	0
21	CCOC(=O)c1cccc(C2=C(CNC(=O)c3cccnc3)[C@H]3CC[C@@H](C2)N3Cc2ccccc2)c1	-4%	nt	nt	nt	nt
22	O=P1(Nc2cccnc2)COc2ccccc2OC1	-6%	4	-2	nt	2
23	CCOP(=O)(OCC)C1(O)C(=O)Nc2ccccc21 (stereo not drawn)	-5%	0	-4	1	2
24	NC(=O)CN1CCCC1=O	-4%&-4%&-2%&-3%	-18	-1	-5	5

item	Vif-APOBEC3F blk	RXFP1 agonist	LDHA inh	Vif-A3G inh
13	nt	-0.2%	nt	nt
14	-6%	3.7%	-5	-1%
15	0%	0.1%	-3	0%
16	5%	-0.1%	-7	-3%
17	-4%	0.2%	0	-9%
18	-2%	0.3%	-1	2%
19	-3%	-1.3%	-9	1%
20	-9%	-1.5%	2	-2%
21	-1%	nt	-16	5%
22	1%	-0.6%	0	-2%
23	-1%	2.9%	-8	2%
24	-4%	2.9%	-6	2%

# More compounds
item	Structure	Glioma ERSR ind	D1 antagonist	D1 potentiator	D2 potentiator	D1 agonist
25	CCOC(=O)C1CCN(/C=C2\C(=O)NC(=S)N(CC)C2=O)CC1	-2%	-26	-7	7	5
26	CCOc1ccc(CN(CCc2ccc3c(c2)OCO3)Cc2ccc(C)cc2)cc1	-3%	1	1	-19	3
27	COc1ccccc1NC1=NCCS1	-2%	-12	-2	-4	-1
28	CN1CCCN(C(=O)COc2ccccc2Br)CC1	-4%	10	0	-4	1
29	O=c1[nH]c(=O)n(CCC2=CCCCC2)c(O)c1/C=N/Nc1ccccc1	-1%	20	5	2	5
30	CCC(C#N)(CC)P(=S)(c1ccccc1)c1ccccc1	-2%	-2	4	12	16
31	O=C(c1cc(F)ccc1F)C1CCCN(Cc2ccc3nonc3c2)C1 (stereo not drawn)	-2%	-31*	6	-8	0
32	CCOC(=O)[C@@]1(C#N)[C@@H]2C=CC(C(N)=O)=CN2[C@@H](C(N)=O)[C@@H]1c1cccc(Cl)c1	-3%	0	13	-3	4
33	CCOC(=O)c1[nH]c2ccc(OC)cc2c1C(SCC(=O)O)c1ccc(C(F)(F)F)cc1 (stereo not drawn)	-2%	-14	-2	13	11
34	CCN(CC)c1ccc(/C=C/[N+](=O)[O-])cc1	0%	-19	-3	-7	254*
35	CCOC(=O)C1(CCc2ccccc2)CCN(CC(O)CO)CC1 (stereo not drawn)	-3%	1	-4	5	3
36	COc1cc(C(=O)OC2C[C@H]3CC[C@@H](C2)N3C)ccc1O (stereo partly drawn)	-2%&0%	-8	-2	0	3

item	Vif-APOBEC3F blk	RXFP1 agonist	LDHA inh	Vif-A3G inh
25	-1%	1.7%	1	2%
26	-2%	-2.2%	-7	3%
27	4%	-1.0%	-7	1%
28	-14%	0.3%	-3	-2%
29	-2%	-0.4%	-4	-11%
30	-6%	0.3%	1	-4%
31	1%	1.2%	-8	0%
32	-1%	0.8%	13	-14%
33	14%	3.3%	-4	2%
34	25µM*	0.3%	1	?
35	5%	0.2%	-3	0%
36	-4%	4.5%	-1	-15%

# (further entries)
item	Structure	Glioma ERSR ind	D1 antagonist	D1 potentiator	D2 potentiator	D1 agonist
37	Clc1ccc(C(OCCN2CCCCC2)c2ccccc2)cc1 (stereo not drawn)	-3%&-7%	-16	-4	-20	9
38	O=C1NC(=O)N(Cc2ccccc2)C(=O)C1Cc1ccccc1 (stereo not drawn)	-2%	nt	nt	nt	nt
39	COc1ccc(C(=O)Nc2cccc(S(=O)(=O)NCc3ccco3)c2)cc1	-2%	nt	nt	nt	nt
40	CCC(=O)c1ccc(OCC(=O)N2CCN(CC(=O)Nc3ccc(C)cc3)CC2)cc1	0%	nt	nt	nt	nt
41	O=C(NCc1cccnc1)C(Cl)(Cl)Cl	-3%	8	-4	-10	3
42	CCCCNC(=S)N1CCn2cccc2C1c1cccnc1 (stereo not drawn)	-2%	4	0	-3	5
43	Cc1ccc2n1Cc1cnnn1-c1ccccc1-2	2%	nt	nt	nt	nt
44	OC(c1ccc(F)cc1)C(c1ccccc1)N1CCOCC1 (stereo not drawn)	-4%	-10	0	23	1

item	Vif-APOBEC3F blk	RXFP1 agonist	LDHA inh	Vif-A3G inh
37	5%	-0.3%	-9	-3%
38	-3%	nt	-6	0%
39	2%	nt	-7	-2%
40	-9%	nt	-18	1%
41	-6%	0.4%	-6	-2%
42	-4%	3.5%	-2	-7%
43	0%	nt	-4	-11%
44	3%	3.3%	-4	2%

# Five of the compounds above, with tabs:
cpd	Compound	Glioma ERSR ind	D1 antagonist	D1 potentiator	D2 potentiator	D1 agonist	Vif-APOBEC3F blk	RXFP1 agonist	LDHA inh	Vif-A3G inh
38	O=C1NC(=O)N(Cc2ccccc2)C(=O)C1Cc1ccccc1 (stereo not drawn)	-2%	nt	nt	nt	nt	-3%	nt	-6	0%
39	COc1ccc(C(=O)Nc2cccc(S(=O)(=O)NCc3ccco3)c2)cc1	-2%	nt	nt	nt	nt	2%	nt	-7	-2%
40	CCC(=O)c1ccc(OCC(=O)N2CCN(CC(=O)Nc3ccc(C)cc3)CC2)cc1	0%	nt	nt	nt	nt	-9%	nt	-18	1%
41	O=C(NCc1cccnc1)C(Cl)(Cl)Cl	-3%	8	-4	-10	3	-6%	0.4%	-6	-2%
42	CCCCNC(=S)N1CCn2cccc2C1c1cccnc1 (stereo not drawn)	-2%	4	0	-3	5	-4%	3.5%	-2	-7%

# Screens from PubChem.

# An excerpt. The share of hits here may be higher or lower than overall.
